Mac1 fbg enh – CD11b/CD18-fibrinogen binding enhancement | AID 1499 | 0.07% of 93,000 active | activation, % at 10 µM | K562 CD11b/CD18 adhesion to fibrinogen, ATPlite luminescence | P05107+P11215;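 active = 10 µM primary screen giving 50% or more activity, confirmed by 40% or more on retest at that dose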; also: strong numbers were not always called active
FAK inh – inhibitors of human focal adhesion kinase. Q05397. biochemical FAK kinase activity assay. inhibition, %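 (tested at 7 µM)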. 0.84% of 97,000 active; in the data active = inhibition above about 19%;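 also: 0% = DMSO and 100% = reference compound high control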
PLK1 kinase inh – inhibitors of human PLK1 kinase; P53350; recombinant PLK1 kinase, TR-FRET peptide phosphorylation; inhibition, % at 10 µM; 0.53% of 97,000 active; AID 619;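 active = inhibition of 50% or more in the single-concentration screen; inactive = inhibition below 50%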;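 also: 0% = DMSO max control and 100% = H-89 dihydrochloride min control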
Mac1 fbg inh – inhibitors of human CD11b/CD18 binding to fibrinogen; P05107+P11215; K562 CD11b/CD18 adhesion to fibrinogen, ATPlite luminescence; Mn2+ added to activate the integrin; inhibition, % at 10 µM; 0.54% of 93,000 active;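 active = primary inhibition of 50% or more at 10 µM, then 40% or more on retest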; also: some results filed as inactive read as strong as hits
ERb coact inh – ER-beta (human) coactivator binding inhibition | Q92731 | TR-FRET ER-beta LBD / SRC1-Cy5 peptide binding; receptor agonist-loaded with 1 µM estradiol | inhibition, % at 25.6 µM | 1.3% of 86,000 active;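 active = compounds whose percent inhibition of the receptor-coactivator binding signal exceeds about 50% in the single-dose screen, limit read from the data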;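 also: 0% = receptor plus peptide wells without compound and 100% = peptide-only wells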
ERa SRC1 inh – ER-alpha (human) coactivator binding inhibition. P03372. TR-FRET ER-alpha LBD / SRC-1 peptide, estradiol-bound. inhibition, % at 25.6 µM. 1.7% of 86,000 active; in the data active = inhibition above about 50%;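 also: 0% = receptor plus peptide control and 100% = peptide only without receptor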
Target sequence (P03372 whole entry, looked up, the tested form may be a part): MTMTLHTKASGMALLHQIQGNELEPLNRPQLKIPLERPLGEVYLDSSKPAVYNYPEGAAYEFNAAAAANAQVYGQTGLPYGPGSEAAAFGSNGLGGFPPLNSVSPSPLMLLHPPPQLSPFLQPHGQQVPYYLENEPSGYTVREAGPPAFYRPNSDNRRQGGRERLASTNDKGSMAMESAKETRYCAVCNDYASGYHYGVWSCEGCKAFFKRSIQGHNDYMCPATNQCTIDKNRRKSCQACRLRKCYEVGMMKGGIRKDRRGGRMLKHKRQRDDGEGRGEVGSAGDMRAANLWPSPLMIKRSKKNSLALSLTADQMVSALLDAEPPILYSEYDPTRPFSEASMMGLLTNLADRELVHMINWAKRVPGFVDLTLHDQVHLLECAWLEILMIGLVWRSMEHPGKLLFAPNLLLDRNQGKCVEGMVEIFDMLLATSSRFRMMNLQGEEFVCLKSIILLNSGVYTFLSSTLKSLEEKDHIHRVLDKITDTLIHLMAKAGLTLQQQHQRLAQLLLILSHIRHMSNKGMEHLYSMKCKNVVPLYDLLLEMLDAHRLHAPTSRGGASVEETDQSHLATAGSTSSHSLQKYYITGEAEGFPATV
Rev-RRE block – disrupts HIV-1 Rev binding to RRE RNA | AID 704 | P05866 | inhibition, % at 8 µM | 0.79% of 97,000 active | Rev peptide-RRE RNA binding, FRET;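 active = inhibition above the screen-wide mean plus 3 SD, cut at about 35% in these data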;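 also: 0% = median DMSO wells and 100% = median Neomycin B control wells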
Target sequence (P05866 whole entry, looked up): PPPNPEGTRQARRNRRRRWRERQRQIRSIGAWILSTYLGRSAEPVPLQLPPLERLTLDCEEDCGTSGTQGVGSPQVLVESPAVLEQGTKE
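System: Cy5-labelled duplex RRE RNA binding fluorescein-labelled HIV Rev peptide; Signal: fluorescein-to-Cy5 FRET, 480 nm excitation; Also added: labelled Rev peptide; Compound: one concentration, 8 µM nominal; Buffer or medium: HEPES pH 7.5 salt buffer with EDTA; Read-out: % inhibition of FRET ratio versus controls; Schedule: 5 min preincubation and 15 min binding, 25 °C.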
ERa coact pot – enhances coactivator binding to human estrogen receptor alpha | P03372 | TR-FRET ERalpha-LBD/SRC-Cy5 coactivator binding, 2 h; 100 = basal binding, no effect | coactivator binding (% of control), % at 25.6 µM | 1.3% of 86,000 active | AID 639; in the data active = activity above about 200%;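 also: binding measured in presence of low estradiol as agonist stimulus; 0% = peptide alone without receptor and 100% = receptor with peptide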
Plk1 PBD FP – inhibitors of human Plk1 polo box domain binding; P53350; Plk1 PBD phosphopeptide binding, fluorescence polarization; inhibition, %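 (tested at about 20 µM)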; 0.13% of 97,000 active; AID 693; in the data active = inhibition above about 34%, passing the limit was not always enough
The depositor's hits bear a star; / = not tested or not shown; [ ] = remark or other dose. An unsorted share of the library, and some 4.7% of all compounds hit somewhere here.

Mac1 fbg enh | FAK inh | PLK1 kinase inh | Structure | Mac1 fbg inh | ERb coact inh | ERa SRC1 inh | Rev-RRE block | ERa coact pot | Plk1 PBD FP
-3 | 2 | -9 | Cc1ccc2[nH]c(=O)c(CN(CCCN3CCOCC3)Cc3nnnn3C3CCCC3)cc2c1 | 8 | -7 | -2 | 3 | 166 | -9
/ | -4 | -10 | COc1ccc2[nH]cc(C(=O)CN3CCCC(C)C3)c2c1 (stereo not drawn) | / | -7 | -1 | 3 | 109 | 0
/ | 18 | -13 | Clc1ccc2nc(C3CCN(Cc4ccccc4)CC3)[nH]c2c1 | / | / | / | 4 | / | 14
9 | 2 | -12 | O=C1/C(=C\c2ccc(-c3ccccc3Cl)o2)SC(=S)N1CC1CCCO1 (stereo not drawn) | 0 | / | / | 22 | / | -9
-1 | 0 | 6 | CN(C(=O)c1ccco1)c1nc2c(s1)CCCC2 | 10 | -5 | -10 | 5 | 97 | -14
1 | -4 | -1 | COCCN(CC(=O)NCc1ccccc1)C(=O)CCC(=O)Nc1ccccn1 | -12 | 8[fluorescence artefact?] | 15 | -2 | 74 | -4
50 | 2 | 2 | CCOC(=O)C1=C(CSc2nc(-c3ccncc3)ccc2C#N)OC(N)=C(C#N)C1c1ccc(OC)cc1 (stereo not drawn) | -5 | 3[fluorescence artefact?] | 1 | 28 | 111 | -26
-2 | 1 | -6 | Cc1ccc2c(c1)N(C(=O)c1ccco1)C(C)(C)c1ssc(=S)c1-2 | -16 | -1 | 7 | 2 | 84 | 19
-1 | 0 | -18 | CC1(C)COC(c2cc([N+](=O)[O-])ccc2Cl)=N1 | -3 | / | / | 9 | / | -4
0 | -6 | -5 | CCC1(CC)NC(=O)N(CC(=O)OCn2nnc3ccccc3c2=O)C1=O | -8 | -12 | -8 | 2 | 98 | 2
71 | 9 | -5 | CC1CCN(S(=O)(=O)c2ccc(NC(=O)Cn3nnc(-c4ccccc4)n3)cc2)CC1 | -9 | 76*[fluorescence artefact?] | 94*[fluorescence artefact?] | 22 | 126[fluorescence artefact?] | -7
0 | / | / | CC1CCc2nn(CC(=O)NCc3ccco3)cc2C1 (stereo not drawn) | -5 | -6 | -5 | / | 120 | /
-2 | 0 | -7 | O=C(O)c1cccc(COCC(F)(F)C(F)F)c1 | -13 | -5 | 0 | 7 | 103 | 17
0 | 0 | -8 | COC(=O)c1sccc1N/N=C(\C)c1ccc(F)c(Cl)c1 | 49 | -6 | 8 | 10 | 97 | -2
-4 | 0 | -4 | CCCCNC(c1ccccc1)c1ccncc1 (stereo not drawn) | -14 | 6 | 3 | 3 | 113 | -5
-1 | 0 | -9 | COC(=O)c1ccccc1NC(=O)c1ccccc1N(C)S(C)(=O)=O | -16 | -10 | 0 | 7 | 95 | 0
6 | -4 | -3 | O=C(CN1CCCCC1)Nc1cc(Cl)ccc1Cl | -26 | -1[fluorescence artefact?] | 11 | 0 | 100 | 24
0 | 2 | -13 | CCN(CC)CCCn1c(=S)[nH]c2ncccc2c1=O | 13 | 3 | -1 | 6 | 108 | -15
9 | -3 | -16 | O=C(O)COc1ccc(S(=O)(=O)NCCc2ccccc2)cc1 | 0 | 30[fluorescence artefact?] | 14 | 1 | 93 | -3
/ | -1 | -12 | Cc1ccc2nc(-c3sc4nc(C)ccc4c3N)[nH]c2c1 | / | 7[fluorescence artefact?] | -4[fluorescence artefact?] | 5 | 91[fluorescence artefact?] | -7
0 | -4 | -1 | COc1ccc(C(=O)N2CCN(Cc3ccccc3C)CC2)cc1OC | -20 | 5 | -4 | -4 | 121 | -5
1 | 13 | -19 | CC(=O)[C@@H]1[C@@H]2C(=O)N(C3CCCCC3)C(=O)[C@@H]2C2c3ccccc3C=CN21 (stereo partly drawn) | 6 | -12 | -4 | 41* | 95 | -17
4 | 1 | -9 | O=c1c2c([nH]c3ccccc13)CCCCCC2 | -42 | 7 | 11 | 11 | 100 | -7
2 | 2 | -1 | CCOC(=O)/C(C#N)=C/c1cc(C)n(-c2ccccc2)c1C | 4 | -12 | -5 | -1 | 101 | -12

Compound profiles, from the list above. Screens in order: Mac1 fbg enh, FAK inh, PLK1 kinase inh, Mac1 fbg inh, ERb coact inh, ERa SRC1 inh, Rev-RRE block, ERa coact pot, Plk1 PBD FP
Results for O=C(CN1CCCCC1)Nc1cc(Cl)ccc1Cl → 6, -4, -3, -26, -1[fluorescence artefact?], 11, 0, 100, 24
Results for CCN(CC)CCCn1c(=S)[nH]c2ncccc2c1=O → 0, 2, -13, 13, 3, -1, 6, 108, -15
Results for O=c1c2c([nH]c3ccccc13)CCCCCC2 → 4, 1, -9, -42, 7, 11, 11, 100, -7
Results for CCCCNC(c1ccccc1)c1ccncc1 (stereo not drawn) → -4, 0, -4, -14, 6, 3, 3, 113, -5
Results for CC(=O)[C@@H]1[C@@H]2C(=O)N(C3CCCCC3)C(=O)[C@@H]2C2c3ccccc3C=CN21 (stereo partly drawn) → 1, 13, -19, 6, -12, -4, 41*, 95, -17

Additional entries.
Mac1 fbg enh | FAK inh | PLK1 kinase inh | Structure | Mac1 fbg inh | ERb coact inh | ERa SRC1 inh | Rev-RRE block | ERa coact pot | Plk1 PBD FP
-1 | 11 | -11 | CCOc1cc(C(=O)N2CCOCC2)ccc1OCc1ccccc1 | 2 | 4 | 5 | 2 | 106 | 27
-3 | 3 | -13 | COC(=O)c1ccc(C2C(C(C)=O)=C(O)C(=O)N2CCO)cc1 (stereo not drawn) | 3 | 5[fluorescence artefact?] | -2 | 3 | 100 | 24
-3 | 2 | -12 | COc1ccccc1N1CCN(C(=O)CSc2nc(C)cc(=O)[nH]2)CC1 | 5 | -29 | 0 | 2 | 111 | 7
-3 | -3 | -15 | Cc1cc(-c2nnc(SCc3cccnc3)o2)no1 | -17 | -10 | -2 | 6 | 113[fluorescence artefact?] | 13
-7 | 12 | -9 | COc1cc(C)c(CNc2ccc(OC)c(OC)c2)cc1C | -5 | 11 | 1[fluorescence artefact?] | 40* | 105[fluorescence artefact?] | 13
-1 | -2 | -11 | CC(C)CCn1c(=O)c2ccccc2n2c(CN3C(=O)NC4(CCC(C)CC4)C3=O)nnc12 (stereo not drawn) | -6 | -1 | -7 | 8 | 119 | 1
1 | 1 | 2 | O=C(NCC1CCCO1)C1CCN(S(=O)(=O)c2cccc3nonc23)CC1 (stereo not drawn) | -17 | 5 | -1 | 2 | 107 | 2
-2 | 2 | -9 | Cc1noc(C)c1S(=O)(=O)Nc1ccc(C(=O)N2CCN(c3ccc(Cl)cc3)CC2)cc1 | -14 | / | / | 2 | / | 6
-2 | / | / | Cc1cc(C)n(-c2ccc(C(=O)NCc3ccc4c(c3)OCO4)cc2)n1 | -18 | -3 | -3 | / | 101 | /
/ | -3 | -1 | C#CCn1cnc2c(cnn2-c2ccc(C)c(C)c2)c1=O | / | / | / | -1 | / | -18
0 | -3 | -11 | COc1cc(-c2nnn(CC(=O)N3CCOCC3)n2)cc(OC)c1OC | -3 | -6 | -3 | 9 | 108 | 4
-6 | -3 | 8 | CCc1ccccc1NC(=O)CC(O)(C(=O)OC)C(F)(F)F (stereo not drawn) | -14 | -21 | -9[fluorescence artefact?] | 1 | 104 | -10
1 | -23 | 13 | NC(=O)CSc1ncnc2c1oc1ccccc12 | 6 | 11 | 14 | 1 | 70[fluorescence artefact?] | 5
/ | 0 | -12 | CCCOc1ccc(C(=O)Nc2ccccc2[N+](=O)[O-])cc1 | / | / | / | 14 | / | 32
3 | 0 | -18 | COc1ccc(Cl)cc1NC(=O)CSc1nc(N2CCCCC2)nc(N2CCCCC2)n1 | -10 | 12[fluorescence artefact?] | -3 | 12 | 112 | 0
4 | 0 | -9 | CCCc1cc(=O)oc2cc(C)cc(OC(=O)c3ccco3)c12 | -41 | -3 | 3 | 16 | 198 | -15
11 | 2 | -2 | Cc1nn(-c2ccccc2)c(C)c1NS(=O)(=O)c1ccccc1 | -2 | -6 | -11 | 9 | 85 | 5
/ | -1 | -9 | Cc1sc2nc(SCc3nc(-c4ccccc4)no3)n(-c3ccccc3)c(=O)c2c1C | / | / | / | 10 | / | 15
-3 | -4 | -3 | CCOC(=O)CC(=O)CSc1nc2c(sc(=S)n2-c2ccccc2)c(=O)[nH]1 | 21 | -9 | -12 | -2 | 117 | -6
/ | 3 | -13 | C#CCN(C)CC/C=C1\c2ccccc2CSc2ccccc21 | / | -4 | -3 | 15 | 72 | -13
-6 | -2 | -12 | Cc1cc(NC(=O)c2ccc(C)s2)n(-c2ccccc2)n1 | -28 | / | / | 2 | / | 0
-2 | 1 | -14 | CCC(=S)/C=C1\Sc2ccc3ccccc3c2N1CCCS(=O)(=O)O | 14 | / | / | -1 | / | -8
1 | 0 | -9 | Cc1nn(CC(=O)Nc2ccc(C(=O)N(C)C)cc2)c(=O)c2ccccc12 | 4 | 9 | 14 | 9 | 114 | 8
-3 | 1 | -9 | CCCn1c(N)c(N2CCCCC2)c(=O)n(CC(=O)Nc2ccccc2)c1=O | -28 | -5 | -6 | -2 | 107 | -5
7 | -3 | -4 | CC1=C(C(=O)Nc2ccccc2Cl)C(c2ccc(N(C)C)cc2)NC(=O)N1 (stereo not drawn) | 9 | / | / | 9 | / | -16
/ | -1 | -12 | CC(C)NC(=O)/C(=C\c1cccc([N+](=O)[O-])c1)NC(=O)c1ccccc1 | / | / | / | 5 | / | -2
-6 | 7 | 2 | CCOc1ccc(C2N(c3ccc(F)cc3)C(=O)C3CCCN32)cc1 (stereo not drawn) | 13 | -13 | -13 | 2 | 124 | 0
-1 | 0 | -4 | Cc1ccc(C(=O)c2nc3c(n2O)CCCC3)cc1 | -22 | 0 | 1 | 11 | 78 | -19
2 | -4 | 6 | N#CCSc1nc2c(c(C3CC=CCC3)c1C#N)CCC2 (stereo not drawn) | -25 | 2[fluorescence artefact?] | 23[fluorescence artefact?] | 15 | 133 | -17
-5 | -2 | -2 | COc1cccc(C2=NOC(C(=O)Nc3cccc(C(C)=O)c3)C2)c1OC (stereo not drawn) | -6 | 5 | 1 | 8 | 108 | -35
/ | -2 | -13 | CCOc1ccc(-c2c(C)n([O-])c3c([n+]2=O)CCCC3)cc1 | / | / | / | 6 | / | -15
-1 | 2 | -7 | O=c1[nH][nH]c(C(F)(F)F)c1C=NCc1ccccc1Cl | -2 | 12 | 10 | 6 | 109 | 16
-2 | 0 | 9 | COc1ccccc1CNC(=O)C1CCN(Cc2nc(-c3cccc(Cl)c3)oc2C)CC1 | 2 | -2 | 3 | 6 | 117 | 1
/ | -1 | -5 | O=c1c(Cc2ccccc2)c(O)nc2n1CCS2 | / | -22 | -19 | 7 | 110 | 5
-2 | / | / | CC(C)=CCCC(C)CN(C)CCc1ccccn1 (stereo not drawn) | -17 | 5 | -4 | / | 104 | /
-2 | 3 | -20 | CCOC(=O)/C=C1\CC(=O)Nc2nonc2N1 | 4 | 11 | 3 | 10 | 122 | 28
2 | 5 | -13 | COC(=O)CN1C(=O)C(O)(CC(=O)c2cccc(Br)c2)c2ccccc21 (stereo not drawn) | -4 | 0 | 0 | 4 | 99 | 16
-2 | / | / | CCc1cc(=O)oc2cc(OC(C)C(=O)O)c(Cl)cc12 (stereo not drawn) | 8 | -3[fluorescence artefact?] | -3 | / | 123 | /

Rewritten with the structure last: two of the compounds above
Mac1 fbg enh	FAK inh	PLK1 kinase inh	Mac1 fbg inh	ERb coact inh	ERa SRC1 inh	Rev-RRE block	ERa coact pot	Plk1 PBD FP	Molecule
/	-1	-5	/	-22	-19	7	110	5	O=c1c(Cc2ccccc2)c(O)nc2n1CCS2
7	-3	-4	9	/	/	9	/	-16	CC1=C(C(=O)Nc2ccccc2Cl)C(c2ccc(N(C)C)cc2)NC(=O)N1 (stereo not drawn)
